# Assay outcomes from PubChem.
# NOD1 NF-kB reporter: inhibition of NOD1-driven NF-kB reporter – cell-based, luminescence, uHTS, primary screen (AID 1578) | one-dose inhibition, % at 4 µM; EC50 in µM for titrated hits | hit rate 1% among 290,000 | NOD1-driven NF-kB luciferase reporter cells, luminescence; higher % means a stronger effect; in the data active means inhibition mostly above about 36%, no sharp cut-off; inactive means mostly below about 34%;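 further: HEK-293T reporter cells stimulated with the NOD1 agonist gamma-tri-DAP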
# NOD2 inhibition: NOD2 signaling inhibitors, cell-based, luminescence, uHTS, HEK293 (AID 1566) | HEK293 NOD2/NF-kB luciferase reporter, luminescence; higher % means a stronger effect | inhibition, % at 4 µM; hits with a dose series show EC50 in µM | hit rate 0.63% among 290,000; further: many of its hits are not listed in these tables
# GPR35 antagonists: inhibition of zaprinast-stimulated GPR35 beta-arrestin translocation – imaging, U2OS, beta-arrestin-GFP, zaprinast agonist, primary screen (AID 2058); one-dose inhibition, % at 10 µM; IC50 in µM for titrated hits; U2OS GPR35 beta-arrestin-GFP translocation imaging, zaprinast antagonism; higher % means a stronger effect; hit rate 0.052% among 290,000;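 active means inhibition of at least 50% with at least 30 cells and total cytoplasm GFP at most 10,000,000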
# GPR55 LPI antagonism: inhibition of LPI-stimulated GPR55 beta-arrestin translocation – imaging, U2OS, beta-arrestin-GFP, LPI agonist, primary screen (AID 2013); inhibition, % at 10 µM, or IC50 in µM where a hit was titrated; hit rate 0.13% among 290,000; U2OS GPR55 beta-arrestin-GFP translocation imaging, LPI antagonism; higher % means a stronger effect;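 active means spots per cell inhibited over 60%, with over 100 cells counted and total cytoplasm intensity under 500,000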;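 further: U2OS cells stably carrying GPR55 and arrestin-GFP stimulated by 5 µM LPI near EC80; imaged beta-arrestin-GFP aggregate spots per cell after agonist stimulation; plate controls were LPI-stimulated DMSO wells for no effect and DMSO wells without LPI for full effect; some results filed as inactive read as strong as hits; confirmed hits need IC50 under 10 µM and bright autofluorescent wells are also inconclusive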
# KOR beta-arrestin-1: kappa opioid receptor blockers – cell-based, luminescence, uHTS (AID 1778); inhibition, % at 10 µM; hits with a dose series show IC50 in µM; hit rate 0.091% among 290,000; KOR beta-arrestin recruitment, luminescence, antagonist mode; higher % means a stronger effect; further: strong numbers were not always called active
# GPR55 activation: selective activators of receptor GPR55 – imaging, U2OS cells, beta-arrestin-GFP redistribution, primary screen (AID 1961); hit rate 0.048% among 290,000; activation, % at 10 µM, or EC50 in µM where a hit was titrated; U2OS GPR55 beta-arrestin-GFP redistribution imaging; higher % means a stronger effect;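 active means activation above 40% with more than 50 cells counted in the well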;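 further: U2OS osteosarcoma cells stably expressing GPR55 and beta-arrestin-GFP; plate controls were DMSO negative control for no effect and LPI positive control for full effect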
# KOR beta-arrestin-2: KOR agonists, beta-arrestin recruitment, primary screen, cell-based, luminescence, uHTS (AID 1777); KOR beta-arrestin recruitment, luminescence; higher % means a stronger effect; one-dose activation, % at 10 µM; EC50 in µM for titrated hits; hit rate 0.02% among 280,000; in the data active means activation above about 50%, passing the limit was not always enough; further: a part of the inactive calls stands beside numbers as strong as those of hits
# Myeloid diff 2: myeloid differentiation induction; calls only at 10 µM; hit rate 1% among 360,000; ER-HoxA9 myeloid progenitors, lysozyme-GFP differentiation, flow cytometry; AID 624256;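 active means normalized GFP-positive differentiation at or above the plate's own cutoff, the solvent-only control mean plus 3 SD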;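 further: cells exposed to compound for four days before flow analysis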
# HIV peptide binding: cell-free HIV fusion peptide-binding blockers – biochemical, uHTS, fluorescence dequenching, primary screen (AID 1986) | cell-free peptide binding, fluorescence dequenching, 30 min; higher % means a stronger effect | one-dose inhibition, % at 20 µM; IC50 in µM for titrated hits | hit rate 0.3% among 290,000; in the data active means inhibition mostly above about 52%, no sharp cut-off; inactive means mostly below about 76%; further: some results filed as inactive read as strong as hits
# Myeloid diff 2 GFP+ MAC1+ %: further read-out of Myeloid diff 2, marked with its call; GFP+ MAC1+ double positive, %; measured here: differentiation confirmed by MAC1 staining
# Starred values were filed as active, the others as inactive; i = inactive; / = not tested or not shown; [ ] = dose if it differs, or a comment. Unless noted, no stated cut-off is given here; in the data, active means inhibition above about 50%; inactive means the rest.
SMILES,NOD1 NF-kB reporter,NOD2 inhibition,GPR35 antagonists,GPR55 LPI antagonism,KOR beta-arrestin-1,GPR55 activation,KOR beta-arrestin-2,Myeloid diff 2,Myeloid diff 2 GFP+ MAC1+ %,HIV peptide binding
CCCCCNc1c(C(=O)OCC)c(=O)[nH]c2ccccc12,1%,7%,-15%,1%,27%,-0.2%,-4.9%,i,1.2,-1.6%
O=C(Nc1ccccc1)Nc1cccc(-c2nnco2)c1,-8%,-19%,2%,2%,-1%,0.0%,-6.3%,i,0.5,-1.7%
Cc1ccc(SCc2c(C(=O)N/N=C/c3ccoc3)nnn2-c2nonc2N)cc1,8%,22%,-5%,9%,12%,-0.1%,2.8%,i,6.8,4.4%
COc1ccc(CN2CCN(C(=O)Cn3nc(C)n4cccc4c3=O)CC2)c(OC)c1OC,-3%,7%,4%,2%,-20%,0.4%,-0.2%,i,0.2,-0.3%
CCC(=O)Nc1ccc(C(=O)CSc2nc(N)cc(N)n2)cc1,-3%,-1%,0%,12%,25%,-0.1%,-1.0%,i,1.0,-0.6%
CCC(C(=O)OC)n1cnc2c(cnn2-c2ccc(Cl)cc2)c1=O (stereo unspecified),-17%,6%,7%,22%,-4%,-0.1%,3.8%,i,0.8,-0.9%
O=C(O)c1cccc(NS(=O)(=O)c2ccc(Cl)c(C(=O)O)c2)c1,4%,6%,-4%,13%,-2%,-0.2%,0.9%,i,0.9,1.0%
COC(=O)c1cn(C(=O)OC)c2ccccc12,-6%,-6%,26%,2%,6%,-0.2%,-4.5%,i,0.6,0.5%
O=C(NC1CCCCC1)C(c1ccccc1)N(Cc1ccco1)C(=O)Cn1cnc2ccccc21 (stereo unspecified),19%,5%,7%,3%,/,0.3%,/,i,0.7,0.2%
Cc1cccc(CSCc2nnc(N)s2)c1,-23%,2%,8%,-7%,-102%,-0.2%,-0.8%,i,0.9,-1.5%
COC(=O)c1ccc(CSc2nnc(N)s2)o1,-44%,2%,10%,-7%,-29%,-0.1%,0.2%,i,0.6,-0.5%
Fc1ccc(Br)cc1C1C=C(c2ccc(Br)s2)Nc2ncnn21 (stereo unspecified),-4%,9%,0%,-16%,-22%,0.1%,-1.5%,i,1.4,20%
COc1cc(Cl)c(C)cc1NC(=O)CSc1ccccc1,-14%,-2%,-8%,-10%,-3%,-0.3%,-0.6%,i,0.5,-0.4%
Cc1cc(C)c2c(=O)[nH]c(SCC(=O)c3ccc(F)c(C)c3)nc2n1,-33%,-7%,6%,-6%,-23%[20 µM],-0.1%,3.9%,i,0.2,22%
COc1cccc(/C=C2\SC(N3CCC(C)CC3)=NC2=O)c1OC,-6%,-9%,-10%,10%,0%,0.2%,-2.5%,i,0.4,-0.7%
O=C(NCC1CCCO1)c1cccc(NC(=O)c2ccc(Br)cc2)c1 (stereo unspecified),-18%,22%,-2%,0%,3%,-0.1%,-1.6%,i,2.0,-0.4%
COc1ccc2c(-c3ccccc3)cc(SC(C)C(N)=O)nc2c1 (stereo unspecified),-5%,12%,-3%,0%,-22%,-0.3%,0.5%,i,0.6,-1.6%
COc1cc(/C=N/NC(N)=S)ccc1OCc1ccc(C)cc1,-26%,-88%,22%,4%,-2%,0.2%,1.5%,i,0.3,-2.5%
Nc1nc(/C=C/c2cccnc2)nc(-c2ccccc2O)n1,22%,16%,-6%,6%,-4%,0.2%,6.5%,i,0.2,-1.4%
COc1cccc2c1OCC/C2=N\NC(=O)COc1ccccc1C,-19%,15%,4%,-12%,-12%,-0.1%,-0.8%,i,0.4,2.5%
CCC(=O)Nc1cccc(NC(=O)c2ccc3c(c2)OCCO3)c1,-16%,-30%,-4%,4%,-6%,-0.2%,0.7%,i,1.3,-0.5%
C=CCN1C(=O)/C(=C\c2ccc(OC(=O)c3ccco3)c(OC)c2)SC1=S,3%,2%,1%,5%,34%,-0.3%,-8.3%,i,0.1,1.0%
CCOc1ccc(-n2c(Cc3cc(=O)[nH]c(=O)[nH]3)nnc2SC(C)C(=O)OC)cc1 (stereo unspecified),2%,9%,-6%,2%,24%,0.4%,0.5%,i,0.9,0.8%
COc1cc(C(=O)N/N=C/c2coc3ccc(Cl)cc3c2=O)ccc1O,16%,8%,-6%,3%,-34%,-0.1%,0.2%,i,0.7,3.5%
COc1cc(C2NC(C(=O)O)Cc3c2[nH]c2ccccc32)cc(OC)c1OC (stereo unspecified),13%,-10%,8%,1%,-48%,-0.2%,-6.5%,i,6.9,-1.3%

# The closing four records of the part above are carried over, then new ones follow:
SMILES,NOD1 NF-kB reporter,NOD2 inhibition,GPR35 antagonists,GPR55 LPI antagonism,KOR beta-arrestin-1,GPR55 activation,KOR beta-arrestin-2,Myeloid diff 2,Myeloid diff 2 GFP+ MAC1+ %,HIV peptide binding
C=CCN1C(=O)/C(=C\c2ccc(OC(=O)c3ccco3)c(OC)c2)SC1=S,3%,2%,1%,5%,34%,-0.3%,-8.3%,i,0.1,1.0%
CCOc1ccc(-n2c(Cc3cc(=O)[nH]c(=O)[nH]3)nnc2SC(C)C(=O)OC)cc1 (stereo unspecified),2%,9%,-6%,2%,24%,0.4%,0.5%,i,0.9,0.8%
COc1cc(C(=O)N/N=C/c2coc3ccc(Cl)cc3c2=O)ccc1O,16%,8%,-6%,3%,-34%,-0.1%,0.2%,i,0.7,3.5%
COc1cc(C2NC(C(=O)O)Cc3c2[nH]c2ccccc32)cc(OC)c1OC (stereo unspecified),13%,-10%,8%,1%,-48%,-0.2%,-6.5%,i,6.9,-1.3%
O=C(Cn1ccc([N+](=O)[O-])n1)N1CCCCC1,-16%,7%,-4%,7%,-8%,-0.2%,-3.5%,i,0.3,0.7%
COc1ccc2c(c1OC)C(=O)N1N=C(c3ccccc3)CC21 (stereo unspecified),-1%,2%,16%,4%,-2%,-0.3%,-2.8%,i,0.7,2.8%
COc1ccc(CNC(=O)CN2CCC(NC(=O)c3ccc(OC)cc3)CC2)cc1,-22%,10%,14%,11%,-14%,-0.1%,-2.3%,/,/,-0.6%
O=C(NCCCNc1ccc([N+](=O)[O-])cc1Cl)c1ccccc1F,-16%,-6%,1%,7%,25%,-0.3%,-9.7%,i,0.5,1.7%
COc1ccc(/C=C2\SC(=S)N(CCC(=O)NC3CCCC3)C2=O)cc1OC,24%,24%,-16%,4%,9%,-0.1%,3.1%,i,3.4,3.2%
COC(=O)C1CCN(CC(=O)Nc2cc(Cl)ccc2OC)CC1,-28%,9%,2%,-6%,-15%,0.4%,11%,/,/,0.5%
O=C(/C=C/c1ccco1)c1ccccc1O,-22%,-4%,2%,11%,20%[20 µM],-0.1%,/,i,0.3,2.1%
OC[C@H]1O[C@@H](n2cnc3c(Nc4ccccc4)ncnc32)[C@H](O)[C@@H]1O,-32%,-25%,-8%,-5%,11%,-0.1%,-0.3%,i,1.7,1.6%
O=C(COC(=O)c1ccc2c(c1)S(=O)(=O)N=C1CCCCCN12)NCc1cccs1,-5%,10%,23%,6%,38%,0.5%,2.4%,i,0.6,-1.9%
COC(=O)CNc1cccc(C(F)(F)F)c1,-16%,20%,16%,1%,2%[20 µM],-0.3%,-5.2%,i,0.3,-1.1%
C/C=C/C(=O)N1CC2(CC(c3cccc(NC(=O)COc4ccc(Cl)cc4)c3)=NO2)C[C@@H]1C(N)=O (stereo partly specified),13%,-1%,6%,-8%,18%,-0.1%,0.7%,i,2.5,0.0%
Cc1ccc(C(=O)N2CCN(c3cnn(C)c(=O)c3Cl)CC2)cc1,-30%,2%,12%,11%,-2%,-0.2%,-3.0%,i,0.5,-1.5%
Cc1ccc(S(=O)(=O)N2CCCCC2)cc1NC(=O)c1ccc2ccccc2n1,56%,-27%,15%,-8%,/,0.7%,1.7%,i,0.5,1.1%
O=c1c2[nH]c3ccc(F)cc3c2nc2n1CCCS2,-31%,-10%,-1%,3%,-21%,0.1%,6.5%,i,0.1,-0.4%
COCCNC(=O)/C(C#N)=C/c1ccc(OC(=O)c2cccs2)c(OC)c1,-14%,-8%,11%,4%,19%,0.6%,-6.0%,i,0.8,2.0%
COc1cccc(Cn2cc(N)cn2)c1,-26%,17%,8%,3%,-21%[20 µM],-0.1%,/,i,0.2,-4.2%
COc1ccc(CCNC(=O)C(=O)c2c(C)[nH]c3ccccc23)cc1,-19%,27%,1%,11%,-27%,-0.2%,3.9%,i,3.3,1.5%
Cc1cccc(-c2nnc(SCc3ccc(C#N)cc3)n2Cc2ccco2)c1,-10%,7%,-12%,17%,12%,-0.1%,-0.1%,i,11,2.2%
Cc1nn(-c2ccccc2)c2[nH]c(=O)cc(C(F)(F)F)c12,-22%,20%,-2%,2%,6%,-0.1%,-2.0%,i,0.5,15%
NC(=O)Cn1cc(/C=N\NS(=O)(=O)c2ccc(F)cc2)c2ccccc21,-7%,12%,2%,-28%,-1%,-0.1%,5.1%,i,0.8,-0.6%
Cc1ccc(CNC(=O)C2CCCN(S(=O)(=O)c3c(C)noc3C)C2)cc1 (stereo unspecified),-1%,5%,-6%,4%,-3%,0.2%,2.3%,i,6.2,1.5%
Cc1cc(C)nc(N2CCCC(CCC(=O)NCc3ccc(F)c(F)c3)C2)n1 (stereo unspecified),15%,-25%,-4%,11%,-20%,-0.1%,/,i,0.4,-1.7%
CC1C/C(=N/NC(=O)c2cccc(F)c2)c2ccc(O)cc2C1 (stereo unspecified),-3%,16%,-4%,1%,15%,-0.2%,-0.8%,i,0.7,-0.2%
Cc1c(Cc2ccccc2)c(=O)oc2cc(OCC(=O)NC(Cc3ccc(Cl)cc3)C(=O)O)ccc12 (stereo unspecified),-18%,25%,-13%,-16%,-101%[20 µM],-0.1%,-1.9%,i,3.5,51%
CC(C)n1c(=S)[nH]c2ccccc2c1=O,-6%,-18%,10%,-5%,-22%,-0.1%,5.0%,i,0.9,-2.3%
COc1ccc(OC(=O)c2ccc3nsnc3c2)cc1,-15%,-4%,-1%,4%,2%,-0.2%,1.4%,i,0.7,-3.8%
CC(=O)Nc1ccc(SCC(=O)c2ccc(Br)s2)cc1,-15%,-14%,-3%,-6%,-9%,-0.2%,-1.3%,i,0.7,3.0%
CNC(=O)c1c(NC(=O)C(C)C)sc2c1CCC2,-2%,-1%,0%,-9%,8%,-0.1%,3.0%,i,0.1,0.1%
Cc1nonc1OC(C)CNCCNc1ccc([N+](=O)[O-])cc1 (stereo unspecified),-3%,-1%,-2%,2%,5%,-0.2%,/,i,0.4,-1.9%
CCCC1=C(C(=O)OCC)C(c2ccco2)C(C#N)=C(N)O1 (stereo unspecified),-10%,3%,-5%,3%,-16%,-0.6%,2.8%,i,0.6,-1.4%

# Not all compounds are listed. The share of hits here may be higher or lower than overall.
